Screening results from PubChem BioAssay.
GLS inhibitor: blocks human kidney-isoform glutaminase activity | O94925 | GLS enzymatic activity, qHTS titration | Potency, µM (titrated, usually from 45.5 µM), for inactives: at the highest dose activity change, negative = inhibition, most hits filed as inhibitors | hit rate 0.21% among 410,000; also: % is scaled to controls: 0 for no effect and ±100 for the full control effect
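Human kidney-isoform GLS in 45 mM KH2PO4 pH 8.2, 0.02% Tween-20, with compound, started with 1mM L-Glutamine (added stock). Glutamate oxidase/HRP/Amplex red coupled fluorescence read at start and after 30 min at RT.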
Pin1 inhibitor: human Pin1 inhibition; Q13526; Pin1 FP peptide displacement, HiFluor488, 10 min; Potency, µM (top dose mostly 115 µM), for inactives: at the highest dose activity, negative = inhibition, usual class: inhibitors; hit rate 0.009% among 390,000; AID 504891; active = well fitted inhibition curve with a large enough effect in the polarisation, with a control signal flat, not every such curve was filed as active; inconclusive = small, poorly fitted or top-dose-only effect, or effect the other way, or a change in a side signal; inactive = no such curve, though single readings can be large or run the other way; the % refers to the polarisation; also: % is scaled to controls: 0 for no effect and ±100 for the full control effect
BAZ2B block: inhibitors of human BAZ2B bromodomain | Q9UIF8 | AlphaScreen BAZ2B-H3K14Ac peptide displacement | Potency, µM (highest dose often 114 µM), for inactives: top-dose activity change, negative = inhibition, hits mostly inhibitors | hit rate 4.4% among 360,000 | AID 504333; also: % is scaled to controls: 0 for no effect and ±100 for the full control effect; nearly all actives have a fitted effect of over 60% in size
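AlphaScreen displacement of biotin-H3(5-23)K14Ac peptide (50 nM final) from BAZ2B (50 nM final) in PBS pH 7.4, 0.01% Tween-20; complex preformed 30 min RT, then compounds (top 110 uM) 30 min RT, beads 20 min dark.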
JMJD2A Tudor: blocks the human JMJD2A Tudor domain; O75164; AlphaScreen JMJD2A-Tudor / H3K4me3 peptide binding; Potency, µM (titrated, usually from 114 µM), for the others: at the highest dose activity change, negative = inhibition, most hits filed as inhibitors; hit rate 4.4% among 390,000; also: % is scaled to controls: 0 for no effect and ±100 for the full control effect; nearly all actives have a fitted effect of over 50% in size
Tb PGK inh: T. brucei PGK inhibition. P07378. PGK/GAPDH coupled, Kinase-Glo luminescence, 60 min. Potency, µM (top dose mostly 57.5 µM), inactives show at the top dose activity change, negative = inhibition, usual class: inhibitors. hit rate 0.043% among 380,000; also: % is scaled to controls: 0 for no effect and ±100 for the full control effect; nearly all actives have a fitted effect of over 60% in size
Target sequence (P07378 whole entry, looked up): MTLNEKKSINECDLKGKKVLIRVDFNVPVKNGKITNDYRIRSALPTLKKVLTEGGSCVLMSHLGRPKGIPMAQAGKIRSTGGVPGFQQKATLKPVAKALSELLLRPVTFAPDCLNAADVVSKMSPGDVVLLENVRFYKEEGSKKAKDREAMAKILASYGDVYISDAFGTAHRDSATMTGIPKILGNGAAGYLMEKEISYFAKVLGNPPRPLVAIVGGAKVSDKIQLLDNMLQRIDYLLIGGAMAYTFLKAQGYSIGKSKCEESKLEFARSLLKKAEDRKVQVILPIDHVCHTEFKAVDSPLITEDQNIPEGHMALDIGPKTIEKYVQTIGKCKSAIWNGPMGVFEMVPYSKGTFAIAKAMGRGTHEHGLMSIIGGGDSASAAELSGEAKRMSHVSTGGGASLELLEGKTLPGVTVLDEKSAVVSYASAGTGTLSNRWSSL
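Recombinant glycosomal PGK reaction used 1,3-bisphosphoglycerate generated in-well by GAPDH (100nM final) in 100mM TEA pH 7.6, 5mM MgCl2, 0.01% Tween-20. After 60 minutes at room temperature, ATP was read by Kinase-Glo Plus luminescence end-point.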
BLM inh: blocks DNA unwinding by human BLM helicase; AID 2528; P54132; Potency, µM (highest dose often 56.1 µM), without a hit: at the top dose activity change, negative = inhibition, actives largely listed as inhibitors; recombinant BLM DNA unwinding, fluorescence dequenching; hit rate 0.2% among 350,000;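 also: plate controls were vehicle for no effect and no enzyme for full effect; nearly all actives have a fitted effect of over 35% in size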
HP1b binding inh: HP1-beta chromodomain-methylated histone interaction inhibition; P83916; AlphaScreen HP1-beta / biotin-H3K9me3 peptide binding; Potency, µM (series often up to 114 µM), without a hit: top-dose activity change, negative = inhibition, most hits filed as inhibitors; hit rate 0.56% among 390,000; AID 540317; also: nearly all actives have a fitted effect of over 70% in size; inactives centre near 23
Target sequence (P83916 whole entry, looked up): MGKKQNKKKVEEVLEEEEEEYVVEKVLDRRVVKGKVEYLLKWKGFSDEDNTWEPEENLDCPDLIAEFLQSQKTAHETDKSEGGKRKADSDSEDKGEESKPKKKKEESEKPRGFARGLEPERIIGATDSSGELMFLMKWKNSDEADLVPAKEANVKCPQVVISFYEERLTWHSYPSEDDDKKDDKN
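Compound inhibition of the preformed complex between 50 nM HP1-beta and 50 nM biotinylated H3K9me3 peptide was read by AlphaScreen. Buffer was PBS pH 7.4 with 0.01% Tween-20. Incubations ran 30 min at room temperature, with 10 ug/mL donor/acceptor beads.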
POLI inh: inhibitors of human DNA polymerase iota. Q9UNA4. Pol iota fluorescent replication assay, 10 min. Potency, µM (doses to about 115 µM), for inactives: top-dose activity, negative = inhibition, usual class: inhibitors. hit rate 1% among 390,000
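Fluorescent replication assay read twice, at 0 min and 10 min after adding 50 nM (final) substrate. Enzyme (10 nM) and compounds were first incubated 15 min at room temperature; enzyme-free buffer wells were negative controls.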
G9a block: inhibitors of human histone lysine methyltransferase G9a; Q96KQ7; G9a H3K9 monomethylation, AlphaScreen, 2 h; Potency, µM (series often up to 102 µM), for the others: at the top dose activity, negative = inhibition, most hits filed as inhibitors; hit rate 8.8% among 350,000; also: % is scaled to controls: 0 for no effect and ±100 for the full control effect; nearly all actives have a fitted effect of over 75% in size
Target sequence (Q96KQ7 913-1193 limits assumed): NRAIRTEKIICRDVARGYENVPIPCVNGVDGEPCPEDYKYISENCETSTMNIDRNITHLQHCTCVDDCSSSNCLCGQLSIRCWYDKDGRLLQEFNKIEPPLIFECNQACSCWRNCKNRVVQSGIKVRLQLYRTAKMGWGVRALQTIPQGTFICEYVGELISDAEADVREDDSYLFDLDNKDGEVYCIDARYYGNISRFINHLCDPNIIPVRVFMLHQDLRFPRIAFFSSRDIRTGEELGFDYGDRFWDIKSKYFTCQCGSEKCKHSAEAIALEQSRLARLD
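G9a (20 nM) was preincubated 15 min with compound, then reacted 2 h at room temperature with 500 nM biotin-H3K9 peptide and 20 µM SAM. Monomethyl-H3K9 detected by AlphaScreen using anti-H3K9me1 antibody.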
* marks the source's active call; other numbers are inactive results; i = inactive; ? = inconclusive; . = no result given; [ ] = another dose, or the depositor's remark. Unless noted, calls follow the shape of the dose curve; as a rule, active = well fitted curve in the direction sought with a large enough effect; inconclusive = small, poorly fitted or top-dose-only effect, or another doubt; inactive = no such curve, though single readings can be large; an effect the other way counts as inactive or inconclusive. Potency is read from the fitted curve at half-maximal effect. Only part of the results is shown, so the mix of outcomes need not match the whole.

1) Cc1cc(-c2ccc(C)c(S(=O)(=O)N(C(C)C)C3CCCCC3)c2)on1
2) N#Cc1c(NC(=O)CSc2nnc(-c3ccccc3O)n2-c2ccccc2)sc2c1CCCC2
3) C[C@H](NC(=O)CCC1CCC(=O)N1)c1ccccc1 (stereo partly specified)
4) COc1ccc(NC(=O)COc2ccc(C(=O)c3ccc(F)cc3)cc2)cc1S(N)(=O)=O
5) Cc1cccc(NC(=S)Nc2c(C)n(C)n(-c3ccccc3)c2=O)c1C
6) O=C(CCS(=O)(=O)c1cccs1)Nc1ccc(C(=O)NCc2cccs2)cc1
7) CCc1ccc(NC(=S)/N=C(\N)Nc2nc(C)c3cc(CC)ccc3n2)cc1
8) CN(C(=O)CSc1cccc[n+]1[O-])c1ccccc1
assay / compound | 1 | 2 | 3 | 4 | 5 | 6 | 7 | 8
GLS inhibitor | 7% | 15% | -2% | -16% | 2% | -1% | 4% | 6%
Pin1 inhibitor | 84%[activator] | -3% | -7% | 11% | 0% | -3% | 25% | 3%
BAZ2B block | 7% | 3% | . | -15% | -4% | -9% | -17% | .
JMJD2A Tudor | -3% | -17% | -4% | -14% | -4% | -8% | -33% | 2%
Tb PGK inh | 4% | -9% | -4% | -3% | -1% | i | 3% | -8%
BLM inh | -11% | 2% | . | -3% | -1% | -5% | 1% | .
HP1b binding inh | 44%[activator] | 11% | 29% | 20% | 45%[activator] | 34% | 25% | 36%
POLI inh | 1% | 7% | 21% | 113%[activator] | 17% | -10% | 16% | -24%
G9a block | 6%[59 µM] | -11%[12.7 µM] | . | ? | -6%[59 µM] | -21%[59 µM] | -4%[59 µM] | .

9) CC(C)N1CCN(Cc2ccc(OC3CCCC3)cc2)CC1CCO (stereo unspecified)
10) Cc1ccn2cc(-c3ccc(NC(=O)c4ccco4)cc3)nc2c1
11) O=C(NCC1CCCO1)c1cc2c(=O)[nH]c3ccccc3c2s1 (stereo unspecified)
12) Cc1cc(C)nc(SCC(=O)OCC(=O)N(C)c2c(N)n(Cc3ccccc3)c(=O)[nH]c2=O)n1
13) CCc1noc(C)c1C(=O)N1CCCSC1=Nc1ccccc1C(C)C
14) O=C(Cc1cccc2ccccc12)NCC(=O)Nc1ccccc1F
15) CC(C)NC(=O)N(C)C[C@H]1Oc2c(NC(=O)C3CCCCC3)cccc2C(=O)N([C@H](C)CO)C[C@@H]1C
16) CC(C)(C)c1ccc(OCCC(=O)OCC(=O)Nc2cccnc2Cl)cc1
assay / compound | 9 | 10 | 11 | 12 | 13 | 14 | 15 | 16
GLS inhibitor | 4% | 9% | -2% | 4% | -20% | 3% | 5% | -1%
Pin1 inhibitor | 0% | 16% | 34%[activator] | -2% | -2% | ? | -1% | 1%
BAZ2B block | -1% | -2% | 3% | 2% | -6% | -12% | . | -2%
JMJD2A Tudor | -15% | -21% | 2% | -9% | 17% | -22% | -8% | 2%
Tb PGK inh | -9% | -21% | 10% | 6% | -1% | -4% | 1% | -4%
BLM inh | -1% | 3% | 3% | -1% | . | -4% | . | .
HP1b binding inh | 34% | 10% | 50%[activator] | 5% | 34% | 23% | 14% | 41%[activator]
POLI inh | 36%[activator] | 22% | 0% | 24% | 6% | -16% | 28% | ?
G9a block | 30% | 17%[59 µM] | 14% | -23% | -25% | . | . | 5%[0.501 µM]

17) C=CCOC(=O)/C(=C/c1cccc2ccccc12)NC(=O)c1ccccc1
18) CC1CCCC(NC(=O)COC(=O)c2ccc3ncsc3c2)C1C (stereo unspecified)
19) O=C(O)c1ccc(NS(=O)(=O)c2ccc(Cl)cc2)cc1
20) CCOc1ccc(NC(=O)COC(=O)c2ncc(Cl)c(Cl)c2Cl)cc1
21) Cc1ccc(Cl)cc1N1CCN(C(=O)c2c(C)oc3ncnc(N4CCCCC4)c23)CC1
22) OCCC1CN(Cc2cc(F)ccc2F)CCN1CCCc1ccccc1 (stereo unspecified)
23) CCOCc1nnc(NC(=O)COc2ccc3c(c2)OCO3)s1
24) O=S(=O)(c1cccc2cccnc12)N1CCN(c2ccccc2)CC1
assay / compound | 17 | 18 | 19 | 20 | 21 | 22 | 23 | 24
GLS inhibitor | -4% | -5% | 6% | 9% | -6% | 3% | 1% | 2%
Pin1 inhibitor | -1% | -1% | 23% | -3% | -13% | 0% | 0% | -1%
BAZ2B block | -6% | 8% | -3% | -20% | -30%[57.1 µM] | 2% | -24% | -30%
JMJD2A Tudor | -5% | -4% | -12% | -24% | ? | -14% | -30% | -20%
Tb PGK inh | -7% | -14% | -7% | 4% | i | 4% | i | -7%
BLM inh | -2% | . | -7% | -9% | -6% | -8% | -7% | 3%
HP1b binding inh | 40% | 58%[activator] | 28% | 14% | -9% | 30% | -26% | 22%
POLI inh | 5% | -4% | 3% | 22% | -15% | -2% | 20% | 27%
G9a block | ? | 8%[2.33 µM] | 4%[59 µM] | 6%[59 µM] | ? | . | ? | -11%[12.7 µM]

Part of the list above, with the structure last:
entry	GLS inhibitor	Pin1 inhibitor	BAZ2B block	JMJD2A Tudor	Tb PGK inh	BLM inh	HP1b binding inh	POLI inh	G9a block	mol
17	-4%	-1%	-6%	-5%	-7%	-2%	40%	5%	?	C=CCOC(=O)/C(=C/c1cccc2ccccc12)NC(=O)c1ccccc1
18	-5%	-1%	8%	-4%	-14%	.	58%[activator]	-4%	8%[2.33 µM]	CC1CCCC(NC(=O)COC(=O)c2ccc3ncsc3c2)C1C (stereo unspecified)
19	6%	23%	-3%	-12%	-7%	-7%	28%	3%	4%[59 µM]	O=C(O)c1ccc(NS(=O)(=O)c2ccc(Cl)cc2)cc1
20	9%	-3%	-20%	-24%	4%	-9%	14%	22%	6%[59 µM]	CCOc1ccc(NC(=O)COC(=O)c2ncc(Cl)c(Cl)c2Cl)cc1
21	-6%	-13%	-30%[57.1 µM]	?	i	-6%	-9%	-15%	?	Cc1ccc(Cl)cc1N1CCN(C(=O)c2c(C)oc3ncnc(N4CCCCC4)c23)CC1
22	3%	0%	2%	-14%	4%	-8%	30%	-2%	.	OCCC1CN(Cc2cc(F)ccc2F)CCN1CCCc1ccccc1 (stereo unspecified)

More records.
25) O=C(O)C1OC(Oc2cc3oc(-c4ccccc4)cc(=O)c3c(O)c2O)C(O)C(O)C1O (stereo unspecified)
26) Cc1ccc(NS(=O)(=O)N2CCOCC2)cc1Cl
27) C[C@H](CO)N1C[C@H](C)[C@@H](CN(C)C(=O)Nc2ccccc2)Oc2ccc(NS(=O)(=O)c3cn(C)cn3)cc2C1=O
28) CCCn1c(CN(Cc2ccccc2)Cc2ccccc2)nc2c1c(=O)n(C)c(=O)n2C
29) O=C(COC(=O)C1=COCCO1)Nc1c(F)cccc1F
30) CCOc1ccc(Nc2c3c(nc4ncnn24)CC(C)CC3)cc1 (stereo unspecified)
31) O=C(Nc1ccnn1C1CCN(C/C=C/c2ccccc2)CC1)c1cccc(F)c1
32) CCOC(=O)C(=Nc1ccc(Cl)cc1)NO
assay / compound | 25 | 26 | 27 | 28 | 29 | 30 | 31 | 32
GLS inhibitor | -30% | 12% | 7% | 2% | 1% | 12% | -3% | 8%
Pin1 inhibitor | ? | -4% | 6% | -1% | 2% | -4% | -3% | 2%
BAZ2B block | -5% | 5% | . | -3% | -6% | 4% | -15% | 11%
JMJD2A Tudor | 20µM* | -12% | -12% | -30% | -6% | -13% | -16% | 2%
Tb PGK inh | -1% | 6% | 1% | -6% | 9% | 2% | -4% | 3%
BLM inh | -10% | 1% | . | -7% | . | 2% | 0% | -3%
HP1b binding inh | -1% | 29% | 33% | 17% | 22% | 17% | 31% | 16%
POLI inh | 10µM* | 6% | 10% | 24% | 44%[activator] | 22% | 47%[activator] | 11%
G9a block | 40µM* | 67%[activator] | . | -9% | 6% | -6% | 23%[12.7 µM] | -5%[59 µM]

33) CN(C)c1ccc(CN(C(=O)C2COc3ccccc3O2)C2CCS(=O)(=O)C2)cc1 (stereo unspecified)
34) CCCCSc1nc(CCC)cc(=O)[nH]1
35) O=C(CC(=O)NCc1ccc(Cl)cc1)NCc1ccccc1
36) O=C(COc1ccccc1)Nc1ccc(OC(F)(F)C(F)F)c(NC(=O)COc2ccccc2)c1
37) Cc1ccccc1OCC(=O)Nc1ccc(Cc2ccncc2)cc1
38) Cc1cc(C)n(CC(=O)c2ccc(Br)cc2)c(=O)c1C#N
39) CCOC(=O)[C@@H]1[C@H]2COc3ccccc3[C@@H]2N2C(=O)N(c3ccc(C(F)(F)F)cc3)C(=O)[C@@]12C
40) CC1=C(C#N)C(c2cn(-c3ccccc3)nc2-c2cccs2)C(C#N)=C(C)N1
assay / compound | 33 | 34 | 35 | 36 | 37 | 38 | 39 | 40
GLS inhibitor | 16% | 8% | -7% | . | 3% | -2% | -3% | 6%
Pin1 inhibitor | -5% | -3% | -14% | 22% | -12% | -6% | -1% | 39%[activator]
BAZ2B block | 56µM* | 0% | 4% | 7% | 5% | ? | . | 20%
JMJD2A Tudor | ? | -11% | -5% | -7% | -14% | 3% | -17% | -9%
Tb PGK inh | 7% | -2% | -11% | i | -3% | -1% | 0% | -15%[11.5 µM]
BLM inh | -12% | -22% | 2% | -4% | -14% | -2% | . | -15%
HP1b binding inh | -6% | 21% | 12% | 23% | 47%[activator] | 27% | 17% | 15%
POLI inh | -14%[58.9 µM] | 15% | 52%[activator] | 7% | -28% | 34%[activator] | -10% | ?
G9a block | 45µM* | ? | 73%[activator] | 10%[59 µM] | 19%[59 µM] | -4% | . | 2%[59 µM]
